FXN GAA850 act = FXN promoter activators, primary screen, cell-based, luciferase luminescence, HEK293 lucGAA850. HEK293 lucGAA850 FXN promoter luciferase reporter, 24 h; percent of 10 µM SAHA response. activation, % at 6 µM. hit rate 0.56% among 360,000;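 active means activation above the average of all compounds screened plus 3 SD, cutoff fixed separately per campaign, cut at about 7.5% in these data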;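 further: 0% = DMSO wells and 100% = 10 µM SAHA wells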
SMARCA2 activ = SMARCA2 (BRM) function activators, primary screen, cell-based, luminescence, high throughput; MG213 cells, MMTV-luciferase reporter, dexamethasone, overnight; AID 652017, 2013; hit rate 1% among 370,000; activation, % at 9.1 µM; in the data active means activation above about 7.8%;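 further: 0% = vehicle wells and 100% = reference activator wells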
DAX1 inh-1 = DAX1 (NR0B1) inhibitors on StAR promoter, primary screen, cell-based, luminescence, SF-1 (NR5A1), full-length DAX-1; HEK293T StAR-luciferase reporter, SF-1/DAX-1 repression relief; inhibition, % at 6.8 µM; hit rate 1.1% among 370,000; AID 652010, 2013;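 active means inhibition above the mean over all tested compounds plus 3 SD, cut at about 3.6% in these data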;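 further: 0% = DAX-1 cells with DMSO and 100% = cells lacking DAX-1 with DMSO; higher inhibition means more luminescence from relief of DAX-1 repression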
NPR1 activator = GC-A stimulated cGMP production enhancers – HEK293 GC-A cells, cGMP TR-FRET, EC30 ANP, primary screen | Atrial natriuretic peptide receptor 1 (Homo sapiens), P16066 | 0% at EC30 ANP, 100% saturating ANP | activation, % at 10 µM | hit rate 0.14% among 370,000 | AID 1671463, 2021; in the data active means activation above about 40%
Target sequence (P16066 whole entry, looked up): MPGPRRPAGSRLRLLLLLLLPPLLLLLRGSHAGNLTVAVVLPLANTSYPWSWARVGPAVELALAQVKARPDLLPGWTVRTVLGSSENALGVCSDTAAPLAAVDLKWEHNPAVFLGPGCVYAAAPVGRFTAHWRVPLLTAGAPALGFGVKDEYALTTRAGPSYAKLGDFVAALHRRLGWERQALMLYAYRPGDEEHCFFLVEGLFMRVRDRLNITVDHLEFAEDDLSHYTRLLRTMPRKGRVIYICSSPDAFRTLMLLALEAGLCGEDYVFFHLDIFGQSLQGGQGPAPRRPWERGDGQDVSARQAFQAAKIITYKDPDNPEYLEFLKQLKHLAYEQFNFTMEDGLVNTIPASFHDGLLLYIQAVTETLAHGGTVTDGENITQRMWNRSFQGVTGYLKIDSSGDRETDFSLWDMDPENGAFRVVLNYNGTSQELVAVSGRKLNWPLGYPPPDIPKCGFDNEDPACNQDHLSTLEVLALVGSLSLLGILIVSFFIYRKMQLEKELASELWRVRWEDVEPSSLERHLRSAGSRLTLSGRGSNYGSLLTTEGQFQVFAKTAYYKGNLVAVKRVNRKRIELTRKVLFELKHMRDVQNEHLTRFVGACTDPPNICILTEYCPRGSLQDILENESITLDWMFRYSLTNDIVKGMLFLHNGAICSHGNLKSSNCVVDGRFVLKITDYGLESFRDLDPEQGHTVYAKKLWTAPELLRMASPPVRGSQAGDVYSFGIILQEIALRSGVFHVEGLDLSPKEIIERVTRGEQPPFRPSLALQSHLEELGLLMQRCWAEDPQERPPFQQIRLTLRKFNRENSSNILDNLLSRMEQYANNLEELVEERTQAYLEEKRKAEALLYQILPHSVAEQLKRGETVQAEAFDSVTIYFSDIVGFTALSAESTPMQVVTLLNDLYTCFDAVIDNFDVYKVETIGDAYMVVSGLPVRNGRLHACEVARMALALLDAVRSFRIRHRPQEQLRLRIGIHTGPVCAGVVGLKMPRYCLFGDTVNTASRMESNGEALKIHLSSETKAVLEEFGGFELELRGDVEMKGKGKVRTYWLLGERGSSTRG
NPR2 activator = human GC-B receptor activators, primary screen, HEK293 GC-B cells, cGMP TR-FRET, EC30 CNP. Atrial natriuretic peptide receptor 2 (Homo sapiens), P20594. 0% at EC30 CNP, 100% saturating CNP. activation, % at 10 µM. hit rate 0.11% among 370,000;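 active means activation at 10 µM reaching about 35% in either raw or pattern-adjusted values, limit read from the data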
HGIII-sPLA2 inh = human group III sPLA2 inhibitors, primary screen, biochemical, QFRET, BODIPY PC-A2 liposome substrate; QFRET BODIPY PC-A2 liposome hydrolysis, fluorescence; inhibition, % at 12.2 µM; hit rate 0.56% among 370,000; Group 3 secretory phospholipase A2 (Homo sapiens), Q9NZ20;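 active means inhibition above mean plus 3 SD of compounds lying within the high and low control bounds, cut at about 19% in these data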;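 further: 0% = median of test compound wells and 100% = no enzyme DMSO wells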
hgDAF12 agonist = H. glycines DAF-12 receptor agonists, primary screen, cell-based, luminescence, HEK293, GAL4 fusion, UAS-luciferase; hit rate 1.8% among 370,000; Nuclear hormone receptor DAF-12 (Heterodera glycines), GAL4 fusion; HEK293 GAL4-hgDAF12 UAS-luciferase reporter, agonist luminescence; normalized to butyrate control; activation, % at 6.8 µM; AID 687014, 2013;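 active means activation above a cutoff set at the mean of all screened compounds plus 3 SD, cut at about 10% in these data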;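 further: 0% = DMSO wells and 100% = sodium butyrate wells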
hcDAF-12 act = H. contortus DAF-12 nuclear receptor activators, primary screen, cell-based, luminescence, HEK293, lit1-tk-luc reporter; activation, % at 6.8 µM; HEK293 hcDAF-12 lit1-tk-luc reporter; 0% DMSO, 100% Δ7-dafachronic acid; hit rate 1.4% among 370,000; AID 652067, 2013;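 active means activation above the mean of all tested compounds plus 3 SD, cut at about 5.5% in these data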;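 further: 100% = response to 3 µM Δ7-dafachronic acid high control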
DAX1 inh-2 = DAX1 (NR0B1) inhibitors, primary screen, cell-based, HEK293, Gal4-DAX1, luciferase luminescence | AID 504766, 2011 | HEK293 Gal4-DAX1 luciferase reporter | hit rate 0.99% among 340,000 | inhibition, % at 6.75 µM;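 active means inhibition above the mean over all tested compounds plus 3 SD, cut at about 4.2% in these data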;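 further: 0% = DAX1-transfected cells with DMSO and 100% = empty-vector control cells with DMSO; inhibition shows as a rise in luminescence from relieved DAX1 repression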
proKLK7 act = proKLK7 zymogen activators, primary screen, biochemical, fluorescence intensity; Kallikrein-7 (Homo sapiens), P49862; purified proKLK7, EDANS-DABCYL substrate fluorescence; 100% is mature enzyme control, 0% vehicle; activation, % at 7 µM; hit rate 0.9% among 370,000;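 active means activation above the mean of all tested compounds plus 3 SD, computed per campaign excluding outliers beyond control limits, cut at about 13% in these data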
ssDAF-12 act = S. stercoralis DAF-12 nuclear receptor activators, primary screen, cell-based, luminescence, HEK293, GRIP1 co-expression, lit1-tk-luc. Nuclear hormone receptor DAF-12 (Strongyloides stercoralis). HEK293 ssDAF-12/GRIP1 lit1-tk-luc reporter; % of 3 µM dafachronic acid response. activation, % at 6.8 µM. hit rate 1% among 370,000. AID 652126, 2013;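 active means activation above the mean over all tested compounds plus 3 SD, cut at about 0.9% in these data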;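 further: 0% = DMSO-only wells and 100% = 3 µM delta7-dafachronic acid wells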
Starred values were filed as active, the others as inactive; . = not tested or not shown.

compound	FXN GAA850 act	DAX1 inh-2	DAX1 inh-1	HGIII-sPLA2 inh	proKLK7 act	hcDAF-12 act	SMARCA2 activ	hgDAF12 agonist	NPR2 activator	NPR1 activator	ssDAF-12 act
CCN(CC)S(=O)(=O)c1cccc(NC(=O)C2CC(=O)N(c3ccc4c(c3)OCCO4)C2)c1 (stereo not given)	-0.6	-1.9	-4.2	-14	0.0	-1.9	-3	-4.3	3	-3	-1.2
O=C(NC(=S)N1CCCC1)c1ccc(Cl)cc1Cl	-0.5	-0.9	-0.9	8	0.1	-1.8	-1	0.4	2	3	0.3
COC(=O)C1=C(C)NC(=O)/C1=C\c1ccco1	-0.3	1.4	0.6	0	1.1	3.5	-2	0.4	-3	-1	-0.8
Cc1ccc2cc(CCNC(=O)c3ccc(S(=O)(=O)N4CCCCC4)cc3)c(=O)[nH]c2c1	-2.9	0.0	-0.2	1	-0.4	0.1	1	2.2	0	3	-1.9
Cc1ccc(S(=O)(=O)N2C[C@H]3C(=O)C[C@@H](c4ccc(Cl)cc4)N(S(=O)(=O)c4ccccc4C)[C@H]3C[C@H]2c2ccccc2)cc1	-3.5	0.8	-1.4	-8	0.4	-2.6	-4	-2.7	4	0	-1.0
Cc1ccc(NC(=O)c2cc(-c3ccco3)on2)cc1	1.9	-0.1	-0.1	-6	3.2	0.7	-1	2.6	-3	3	-1.8
O=C(Nc1ccc(-c2nc3c(ccc4ccccc43)o2)cc1)c1ccco1	2.1	1.2	0.8	-9	-11	1.4	2	9.2	-16	-5	-1.9
Cc1ccc2nc(SCC(=O)Nc3ccc(F)cc3)nc(=O)n2c1	-0.1	1.4	-0.5	9	0.3	-1.5	-3	-2.8	-4	0	-1.3
COC(=O)c1cc2ccsc2n1CC(=O)Nc1cc(C)cc(C)c1	-0.9	1.1	-0.6	6	-0.1	-2.4	1	-0.4	-8	-18	-1.4
Cc1cc(CN(C)C(=O)CC2C(=O)NCCN2Cc2ccc(-c3ccccc3)cc2)on1 (stereo not given)	-2.7	0.6	-4.0	-7	0.3	-1.0	0	-0.1	1	3	-0.8
COc1ccc(-n2c(C)cc3cc(OC(C)=O)ccc32)cc1	1.2	0.8	0.6	18	0.0	0.0	-1	5.8	1	8	-0.9
COC(=O)[C@H](Cc1ccccc1)NC(=O)c1ccc2ccccc2n1	3.2	0.0	-0.1	-2	0.1	-0.8	1	3.8	-2	-2	-0.9
Cc1ccc(N2CC(C(=O)Nc3cc(C)on3)CC2=O)c(C)c1 (stereo not given)	-1.8	-1.3	0.6	-4	-0.1	-1.0	0	1.6	2	-1	-1.3
Cc1ccccc1-n1c(SC/C(O)=C(\C#N)c2nc3ccccc3[nH]2)nnc1-c1ccncc1	-2.0	-0.8	-0.1	-15	-1.7	5.0	-2	2.2	-2	-4	0.1
O=c1c(Cc2ccc(F)cc2)c(O)ccn1CCc1ccccn1	1.7	-0.7	-0.2	-4	-0.2	-0.9	0	-4.3	2	-1	-1.7
O=C(COC(=O)c1ccccc1Cl)Nc1nccs1	1.9	0.1	-0.4	3	0.4	0.8	-1	-0.8	-1	15	-1.7
CNc1ncnc2c1ncn2[C@H]1CN(Cc2ccc3c(c2)OCO3)C[C@@H](CO)O1	-0.4	.	-0.6	3	0.1	2.5	-2	0.8	-5	-2	-0.7
Cc1cc(C)n(CC(=O)NNC(=O)CCNC(=O)c2ccccc2Cl)n1	1.8	-0.4	2.9	8	-0.1	0.5	-1	-2.0	5	0	-0.8
Cc1ccccc1CSCCNS(C)(=O)=O	2.5	0.4	0.3	2	0.0	-1.4	1	-1.9	0	-1	-0.8
O=C(CC1NCCc2ccccc21)Nc1cccc(Cl)c1 (stereo not given)	7.9*	1.0	1.0	1	0.0	2.5	0	6.1	-16	-28	-0.3
CCn1c2ccccc2c2cc(Nc3cc(C)nc4ncnn34)ccc21	-1.7	-0.7	3.6*	-1	0.0	-1.1	-5	-8.4	1	-2	-1.9
Cc1ccnc(NC(=O)c2cccc(NC(=O)c3ccc(Cl)cc3)c2)c1	2.6	-1.7	-0.4	-12	0.9	-3.0	3	-2.0	0	8	-2.0
CN(C)C(/C=C/Nc1ccccc1F)=C(C#N)C#N	-1.8	0.8	-0.1	8	0.3	1.6	-2	0.7	3	3	-1.2
O=C(CCC1(C(=O)O)CCC(=O)NC1)NCc1ccccc1 (stereo not given)	2.0	0.1	0.6	-4	-0.1	-1.9	-2	-1.9	3	0	-1.6
Cc1cccc(NC(=O)/C(C#N)=C/c2ccc(Sc3ccccc3)o2)c1C	0.3	1.1	0.8	-3	0.3	-1.4	-1	-1.0	-1	-8	-1.7
Cc1ccccc1NC(=O)CN1C(=O)S/C(=C\c2cccn2-c2cccc(C(=O)O)c2)C1=O	-1.0	-0.7	0.5	1	0.4	-0.1	-1	-0.5	5	5	-1.4
N#Cc1c(NC(=O)C2C3C=CC(C3)C2C(=O)O)sc2c1CCCCC2 (stereo not given)	4.2	0.3	0.2	-5	0.4	-1.4	3	-1.4	6	-2	-1.4
COc1cccc(-n2c(SCc3ccccn3)nc3c(c2=O)SCC3)c1	2.0	-1.1	-0.4	5	0.0	-3.0	-5	-1.8	2	-1	-1.8
O=c1[nH]c(CN2CCN(c3ccccc3Cl)CC2)nc2ccsc12	0.1	-1.4	-0.1	3	-0.9	-0.2	-6	-1.8	-3	0	-1.3
COc1ccc(CCNC(=O)CN(c2cccc([N+](=O)[O-])c2)S(C)(=O)=O)cc1	2.2	1.2	0.3	-2	-0.9	0.0	-3	-3.0	-2	2	-1.0
CC(C)Oc1ccc(CSc2ncn[nH]2)cc1	6.0	.	1.5	-24	-0.2	0.0	3	4.3	-2	0	-1.9
COc1ccc(/C=N/NC(=O)c2cc(-c3ccccc3OC)nc3ccccc23)cc1COC(C)=O	-3.2	0.7	-0.1	-7	-47	-0.3	-7	-1.7	3	4	-0.7
CC(=O)c1ccccc1NS(=O)(=O)c1ccc2c(c1)CC(=O)N2	-1.4	0.5	-0.7	-42	-0.9	0.5	3	0.0	-2	2	-0.7
O=C(Nc1cccc(-c2cn3c(n2)SCC3)c1)c1ccc2ccccc2n1	4.1	-0.8	2.9	-12	-0.4	4.3	0	12*	0	-3	0.4
Cn1cc(Cc2ccc(C(=O)NC34CC5CC(CC(C5)C3)C4)cn2)c2ccccc21	1.1	.	-1.1	-35	1.5	-2.2	-5	1.5	-6	-4	-0.7
CSCCCNC(=S)N1CCc2ccccc2C1	0.1	0.0	0.7	6	-0.5	-1.0	-1	0.2	.	.	-1.1
COc1ccc(CCC(=O)N2c3ccccc3N=C(c3ccc4c(c3)OCO4)C2C(=O)NCc2ccccc2)cc1 (stereo not given)	.	.	0.1	-14	-14	-0.2	-2	-2.9	3	-9	-1.0
Cn1nnc2ccccc2c1=O	0.7	0.2	-0.6	11	-0.3	-0.3	-3	-2.2	4	18	-0.9
O=C(O)CC(=O)Nc1ccc(Oc2ccc(C(F)(F)F)cn2)c(Cl)c1	1.8	1.0	0.1	5	0.5	0.6	-3	1.7	1	2	-1.3
COc1ccccc1C(C[N+](=O)[O-])c1c[nH]c2ccccc12 (stereo not given)	-2.7	1.1	-1.1	-86	0.2	-0.5	-6	-0.4	1	-9	-0.4
O=C(CSc1ncn[nH]1)Nc1cccc(S(=O)(=O)N2CCCCCC2)c1	3.0	0.6	-0.3	-38	0.1	-2.4	-1	-2.5	4	-1	-1.4
CC(=O)c1cccc(NC(=O)c2cccc(N3C(=O)c4ccccc4C3=O)c2)c1	-1.5	0.4	0.1	5	0.1	0.0	-2	-1.0	8	10	-0.6
Cc1ccnc(NC(=O)CCC(=O)N(CC(=O)NC(C)(C)C)C2CCCC2)c1	-1.6	-0.4	-0.7	3	-0.1	-1.5	0	-1.3	2	-1	-0.9
CCCC(c1nnnn1C(C)(C)CC)N1CCN(C(=O)c2ccco2)CC1 (stereo not given)	2.9	-0.2	-0.2	3	-0.4	-0.1	0	1.9	-2	5	-1.4
Cc1ccc(S(=O)(=O)N(C)CC(=O)NNC(=O)CCS(=O)(=O)c2ccccc2)cc1	-0.8	0.2	0.0	-1	0.2	-0.8	-2	0.7	2	3	-1.5
O=C(NCC(=O)N1CCc2ccccc2C1)c1ccccc1Cl	5.9	0.7	0.0	0	0.4	0.9	2	2.2	-2	0	-0.3
CNC(=S)N1CCN(S(=O)(=O)c2ccc3ccccc3c2)CC1	1.7	0.1	0.0	7	-0.5	0.2	-2	0.5	5	-1	-1.6
COc1ccc(N2CC(C(=O)Nc3nnc(SCC(=O)NCC4CCCO4)s3)CC2=O)cc1 (stereo not given)	-0.6	-0.4	0.2	1	0.1	-1.1	-3	0.7	-4	-4	-0.1
COc1cccc2c1C(=O)O/C2=C/c1ccc2c(c1)OCO2	6.1	3.5	3.6	1	16*	4.6	3	16*	-10	17	1.2*
Cc1ccc(NC(=O)c2c(C)noc2-c2snnc2C)cc1	-1.8	1.1	-0.2	-6	0.4	-0.5	4	0.1	-2	-3	-1.8
CCN1C(=O)CSc2ccc(C(=O)OC)cc21	1.8	3.2	0.1	5	0.6	-1.6	-2	5.7	1	0	-1.6
Cc1c(N2C(=O)CSC2c2ccc([N+](=O)[O-])cc2)c(=O)n(-c2ccccc2)n1C (stereo not given)	0.0	1.1	-0.1	11	-0.3	-1.4	-3	0.3	1	2	-1.0
CC(C)CC(NC(N)=O)C(=O)OCC(=O)N(Cc1ccccc1)Cc1ccccc1 (stereo not given)	1.2	-0.2	0.1	-7	0.4	-1.7	4	4.0	-5	-1	-1.6

An excerpt of these results, with values under each structure:
Screens in order: FXN GAA850 act, DAX1 inh-2, DAX1 inh-1, HGIII-sPLA2 inh, proKLK7 act, hcDAF-12 act, SMARCA2 activ, hgDAF12 agonist, NPR2 activator, NPR1 activator, ssDAF-12 act
CCCC(c1nnnn1C(C)(C)CC)N1CCN(C(=O)c2ccco2)CC1 (stereo not given)
 : 2.9, -0.2, -0.2, 3, -0.4, -0.1, 0, 1.9, -2, 5, -1.4
O=c1c(Cc2ccc(F)cc2)c(O)ccn1CCc1ccccn1
 : 1.7, -0.7, -0.2, -4, -0.2, -0.9, 0, -4.3, 2, -1, -1.7
